S1P1 ag-PAM: S1P1 (human) agonism or agonism potentiation. P21453. S1P1 CRE-bla cells, forskolin, beta-lactamase FRET, potentiator mode; S1P1 agonist co-added at EC20, 2 nM; 100% = saturating reference agonist, 0% = basal. activation, % at 9.5 µM. hit rate 0.57% among 56,000. AID 449;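 active = activation above a cutoff set at the mean activation of all tested compounds plus 3 SD, cut at about 54% in these data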;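 note: forskolin at 4 µM as EC80 and the EC20 agonist is SEW2871; 100% = SEW2871 at its EC100 plus forskolin at EC80; some compounds past the cut are filed as inactive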
HER2 expr 66K: inhibitors of human Her2 kinase expression; P04626; SKBR-3 HER2 protein level, AlphaScreen, 18-24 h; stronger effect = lower value; HER2 level % of control, % at 10 µM; hit rate 0.69% among 65,000; AID 645;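 active = HER2 level under 5% of the carrier-only control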;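 note: 100% = DMSO carrier and 0% = 500 nM PU-H71 HSP90 inhibitor; lower value means stronger loss of Her2 protein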
S1P3 ag: agonists of human S1P3 receptor; S1P3 NFAT-BLA reporter cells, agonism, FRET ratio; relative to 1 µM S1P, basal subtracted; activation, % at 4.5 µM; hit rate 0.1% among 60,000;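 active = activation above the screen-wide mean plus 3 SD, cut at about 4.5% in these data, passing the limit was not always enough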; note: some compounds called inactive have numbers as strong as hits
Target sequence (Q99500 whole entry, looked up): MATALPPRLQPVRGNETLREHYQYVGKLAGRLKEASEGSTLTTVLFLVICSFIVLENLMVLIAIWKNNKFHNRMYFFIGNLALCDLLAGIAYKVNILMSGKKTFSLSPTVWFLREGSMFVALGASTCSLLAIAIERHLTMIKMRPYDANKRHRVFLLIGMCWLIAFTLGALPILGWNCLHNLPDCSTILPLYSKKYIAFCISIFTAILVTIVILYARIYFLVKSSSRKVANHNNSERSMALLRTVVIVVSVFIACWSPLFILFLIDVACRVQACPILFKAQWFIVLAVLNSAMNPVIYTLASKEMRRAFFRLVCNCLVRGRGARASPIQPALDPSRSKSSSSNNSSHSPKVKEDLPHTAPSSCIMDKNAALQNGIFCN
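Assay system: stable CHO line with human S1P3, Gα16, NFAT-BLA reporter; Detection: FRET β-lactamase substrate fluorescence, excitation 405 nm, 460/535 nm emission ratio, background-subtracted; Read-out: percent activation versus median 1 µM S1P response, basal-subtracted, per plate; Incubation: cells plated overnight, compound 4 h 37 °C, substrate 2 h RT.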
M1 antagonist: M1 muscarinic receptor (rat) antagonism | P08482 | CHO-M1 cells, Fluo-4 calcium, ACh EC80 antagonist mode; stronger effect = lower value | B-score at 10 µM | hit rate 3.4% among 64,000;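 active = calcium fluorescence response, raw or row-and-column corrected B-score, differing from the plate sample mean either way at a set confidence level, mostly lower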
Jurkat viability: cytotoxic compounds reducing Jurkat cell viability | Jurkat E6.1 viability, ATP luminescence, 48 h | inhibition, % at 4 µM | hit rate 1.2% among 56,000;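 active = inhibition above the mean inhibition of all tested compounds plus 3 SD, cut at about 28% in these data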
M1 ag: agonists of M1 muscarinic receptor; CHO-M1 cells, Fluo-4 calcium fluorescence, agonist mode; stronger effect = higher value; B-score at 10 µM; hit rate 3% among 64,000; AID 626;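 active = fluorescence rise, raw or as B-score row- and column-corrected plate score, outside the 99.7% band of its plate's samples, either direction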
HEK293 NFkB inh: inhibitors of the PMA/ionomycin-induced NF-kB reporter in HEK293 cells | hit rate 0.21% among 62,000 | AID 465 | inhibition, % at 3 µM | HEK-293 NF-kB luciferase reporter, luminescence;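 active = inhibition above the mean of all tested compounds plus 3 SD, cut at about 40% in these data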;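 note: 0% = stimulated DMSO wells and 100% = 10 µM reference inhibitor 5653914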
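Signal: luciferase luminescence; Material: HEK-293 cells with stable firefly luciferase reporter driven by four HIV NF-kB elements; Probe or stimulus: PMA with ionomycin; Replication: tested once; Times: 1 h compound pretreatment, then 16 h stimulation at 37 °C, 5% CO2; Benchmarks: DMSO and 10 µM reference inhibitor; Evaluation: per-plate % inhibition versus controls.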
HTR1E agonist: agonists of human 5-HT1E serotonin receptor. CHO 5-HT1E Ga15 NFAT-bla reporter, FRET; 0% DMSO wells, 100% control agonist wells. activation, % at 6 µM. hit rate 0.69% among 65,000;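 active = activation above a set limit, the screen-wide mean activation plus 3 SD, cut at about 8.5% in these data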;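 note: 100% = positive control agonist at 1 µM giving full maximal response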
Target sequence (P28566 whole entry, looked up): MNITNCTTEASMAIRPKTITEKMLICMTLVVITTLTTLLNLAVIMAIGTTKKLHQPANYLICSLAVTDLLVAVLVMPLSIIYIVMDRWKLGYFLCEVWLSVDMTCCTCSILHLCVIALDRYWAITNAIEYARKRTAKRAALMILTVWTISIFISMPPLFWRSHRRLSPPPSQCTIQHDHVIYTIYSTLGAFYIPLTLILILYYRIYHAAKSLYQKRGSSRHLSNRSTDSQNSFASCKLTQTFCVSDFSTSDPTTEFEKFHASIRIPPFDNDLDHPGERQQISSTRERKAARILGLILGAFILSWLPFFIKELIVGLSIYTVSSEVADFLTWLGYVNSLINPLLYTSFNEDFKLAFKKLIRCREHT
HTR1E antagonist: blocks the human 5-HT1E serotonin receptor | P28566 | CHO 5-HT1E Ga15 NFAT-bla reporter, FRET, antagonist | inhibition, % at 6 µM | hit rate 0.99% among 65,000 | AID 571;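 active = inhibition above a set limit, the mean inhibition across every tested compound plus 3 SD, cut at about 29% in these data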;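 note: signal is the 460 over 535 nm emission ratio of beta-lactamase substrate; 0% = agonist plus DMSO wells and 100% = wells without agonist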
Numbers without * were called inactive; . = no result given.

1: CC(=O)NC(Cc1ccc(C)cc1)C(=O)NC1CCN(C(=O)c2cnccn2)CC1 (centres undefined)
2: COC(=O)c1ccc(Cn2c(O)c(N=O)c3ccccc32)o1
3: Cc1ccccc1CN(c1ccc(C(N)=O)cc1)S(C)(=O)=O
4: CC(=O)N1CCN(c2ccc(Nc3ncnc4c3oc3ccccc34)cc2)CC1
5: Nc1c(Sc2ccccc2)c(=O)[nH]c(=O)n1Cc1ccccc1
6: Cc1c(Cc2ccccc2)sc(N)c1C(N)=O
7: CCn1nc(C(=O)OCC(=O)N2CCc3ccccc32)c2ccccc2c1=O
8: COc1ccccc1NC(=O)C(C)NS(=O)(=O)c1ccc(Cl)cc1 (centres undefined)
Assay by compound	1	2	3	4	5	6	7	8
S1P1 ag-PAM	-18	16	8	5	-29	5	-30	7
HER2 expr 66K	81	107	109	59	102	79	112	90
S1P3 ag	-0.4	-5.1	-0.2	-1.2	0.2	-1.9	0.2	-0.8
M1 antagonist	-0.57	0.34	0.25	-0.59	-1	-0.074	0.85	1.6
Jurkat viability	0	.	-8	18	-2	-12	-5	0
M1 ag	0.016	-1.1	-0.85	8.9*	0.62	8.8*	0.98	0.46
HEK293 NFkB inh	6	.	3	18	10	6	2	-6
HTR1E agonist	-0.3	-0.9	0.1	-0.5	-0.7	-0.5	-0.1	-1.3
HTR1E antagonist	3	22	-4	28	-7	0	8	9

9: Cn1c(NCc2ccccc2)cc(=O)n(C)c1=O
10: Cc1ccc(OCC2Cn3c(nc4c3c(=O)n(C)c(=O)n4C)O2)cc1 (centres undefined)
11: Clc1ccc(Cn2nnc(-c3ccc(N4CCOCC4)cc3)n2)cc1
12: Cc1ccc(-n2ncc3c(NCC4CCCO4)ncnc32)c(C)c1 (centres undefined)
13: COc1nnc(-c2ccc(N3CCOCC3)c(NC(=O)c3ccco3)c2)c2ccccc12
14: CC1(C)OC(=O)C(=CNC(CCC(N)=O)C(=O)O)C(=O)O1 (centres undefined)
15: Nc1nc(-c2ccco2)nc(N2CCCCC2)n1
16: N#Cc1c(N)nc2c(c1-c1ccncc1)CCCCC2
Assay by compound	9	10	11	12	13	14	15	16
S1P1 ag-PAM	.	-25	20	.	-2	-8	-6	-19
HER2 expr 66K	106	89	125	141	54	87	33	76
S1P3 ag	-0.6	-0.6	-0.3	-1.0	-0.8	-0.1	-1.4	0.2
M1 antagonist	0.47	0.39	0.045	-3.6*	0	1.3*	-0.21	-0.018
Jurkat viability	4	-5	-1	5	0	3	3	-1
M1 ag	-0.85	0.39	-0.22	0	0.34	-0.13	0.51	0.1
HEK293 NFkB inh	6	7	13	11	12	-3	4	9
HTR1E agonist	0.8	0.3	-0.8	-0.2	-0.5	0.2	-0.1	0.2
HTR1E antagonist	-1	-15	5	6	9	-2	10	10

17: NC(=O)SCC(=O)Nc1cccc(Cl)c1
18: CCCCn1c(SCC2CCCCO2)nc2cc(S(N)(=O)=O)ccc21 (centres undefined)
19: c1cncc(-c2nn[nH]n2)c1
20: Cn1c2c(c(=O)[nH]c1=O)C(NC(=O)c1ccco1)(C(F)(F)F)C(=O)N2 (centres undefined)
21: COc1ccc(OC)c(-c2cc(C(=O)NCc3ccco3)no2)c1
22: Cc1cc(C)nc(N2CCC(C(=O)NCC3CCCCC3)CC2)n1
23: Cn1c(=O)cc(SCC(=O)Nc2ccccn2)c2ccccc21
24: Cc1ccc(C(=O)C2=C(O)C(=O)N(CCCn3ccnc3)C2c2ccc(OC(C)C)cc2)o1 (centres undefined)
Assay by compound	17	18	19	20	21	22	23	24
S1P1 ag-PAM	-23	3	-5	-16	-14	5	-12	-3
HER2 expr 66K	102	90	87	76	55	104	75	105
S1P3 ag	-0.8	-1.0	0.3	-0.2	1.3	0.1	-0.8	-0.2
M1 antagonist	-0.073	-0.028	-0.39	0.29	0.037	-0.045	0.42	-0.099
Jurkat viability	0	6	-4	-2	0	-8	-10	-2
M1 ag	0.9	0.16	0.25	0.43	0.034	-0.15	0.25	-0.23
HEK293 NFkB inh	12	13	14	13	3	-1	16	1
HTR1E agonist	0.0	1.3	-0.4	0.8	-0.6	-0.6	-0.5	-0.6
HTR1E antagonist	3	-4	12	-2	15	-7	7	12

8 structures from above, ordered by molecular weight, ascending.
19: c1cncc(-c2nn[nH]n2)c1
15: Nc1nc(-c2ccco2)nc(N2CCCCC2)n1
16: N#Cc1c(N)nc2c(c1-c1ccncc1)CCCCC2
14: CC1(C)OC(=O)C(=CNC(CCC(N)=O)C(=O)O)C(=O)O1 (centres undefined)
22: Cc1cc(C)nc(N2CCC(C(=O)NCC3CCCCC3)CC2)n1
20: Cn1c2c(c(=O)[nH]c1=O)C(NC(=O)c1ccco1)(C(F)(F)F)C(=O)N2 (centres undefined)
18: CCCCn1c(SCC2CCCCO2)nc2cc(S(N)(=O)=O)ccc21 (centres undefined)
24: Cc1ccc(C(=O)C2=C(O)C(=O)N(CCCn3ccnc3)C2c2ccc(OC(C)C)cc2)o1 (centres undefined)
Assay by compound	19	15	16	14	22	20	18	24
S1P1 ag-PAM	-5	-6	-19	-8	5	-16	3	-3
HER2 expr 66K	87	33	76	87	104	76	90	105
S1P3 ag	0.3	-1.4	0.2	-0.1	0.1	-0.2	-1.0	-0.2
M1 antagonist	-0.39	-0.21	-0.018	1.3*	-0.045	0.29	-0.028	-0.099
Jurkat viability	-4	3	-1	3	-8	-2	6	-2
M1 ag	0.25	0.51	0.1	-0.13	-0.15	0.43	0.16	-0.23
HEK293 NFkB inh	14	4	9	-3	-1	13	13	1
HTR1E agonist	-0.4	-0.1	0.2	0.2	-0.6	0.8	1.3	-0.6
HTR1E antagonist	12	10	10	-2	-7	-2	-4	12

Following part:
25: CN(C(=O)COC(=O)COc1ccccc1F)C1CCS(=O)(=O)C1 (centres undefined)
26: O=C1CCC(=O)N1c1ccc(CSc2nnnn2C2CCCCC2)cc1
27: Cc1ccc(NC(=O)COc2ccc3oc4c(c3c2)CCCC4)nc1
28: NC(=O)COc1ccc(C2c3c(oc4ccccc4c3=O)C(=O)N2CC2CCCO2)cc1 (centres undefined)
29: O=C(Nc1ccc(S(=O)(=O)N2CCOCC2)cc1)c1ccc(Br)o1
30: CCN1C(=O)c2cccc3cccc1c23
31: CC(C)OC(=O)Cn1cnc2ccc(Br)cc2c1=O
32: O=C(NC(Cc1ccc2c(c1)OCO2)C(=O)N1CCCC1C(=O)O)c1ccccc1 (centres undefined)
Assay by compound	25	26	27	28	29	30	31	32
S1P1 ag-PAM	-14	-7	7	20	.	2	8	.
HER2 expr 66K	88	112	93	130	107	107	82	102
S1P3 ag	-0.1	-1.7	0.2	-0.7	0.1	-1.2	-1.6	-1.3
M1 antagonist	0.34	-1.1	0.42	0.14	-0.85	-0.22	-0.00036	-0.074
Jurkat viability	2	14	-1	-11	-2	2	-4	-5
M1 ag	0.54	0.16	-0.01	0.21	-0.51	0.026	0.59	0.4
HEK293 NFkB inh	12	-6	12	6	9	0	6	14
HTR1E agonist	-1.0	-0.3	0.1	-2.2	-1.3	-0.7	1.8	-0.2
HTR1E antagonist	2	-7	-5	13	-1	0	-10	1

33: Cc1cccc(N(CC(=O)NC2CCCCC2)C(=O)CCC(=O)Nc2ccccn2)c1
34: CCCc1cc(C(=O)Cc2ccc(C(=O)OCC)o2)c(O)cc1O
35: Cc1cc(C)n2c(SCC(=O)N3CCN(S(=O)(=O)c4ccc(Cl)cc4)CC3)nnc2n1
36: Cc1ccc(C)c(OCCCC(=O)O)c1
37: O=C1c2ccccc2C(=O)N1CCC(=O)N1CCCc2ccccc21
38: CC(=O)N1CN(C2CCS(=O)(=O)C2)Cc2c1sc1c2CCCC1 (centres undefined)
39: Cc1cc(C(F)F)n2ncc(C(=O)NCc3ccccc3)c2n1
40: O=C1c2ccccc2C(=O)N1CCC(c1ccc(F)cc1)c1ccco1 (centres undefined)
Assay by compound	33	34	35	36	37	38	39	40
S1P1 ag-PAM	-8	13	-40	-8	.	-4	.	24
HER2 expr 66K	153	105	107	108	213	129	63	104
S1P3 ag	1.9	-1.6	4.9	0.0	.	0.0	.	-0.8
M1 antagonist	0.63	-0.26	0.031	1.6	0.46	0.52	0.37	1.6
Jurkat viability	-1	12	2	-3	.	1	.	2
M1 ag	-0.07	6.9	-0.24	0.07	0.18	0.56	-0.54	0.3
HEK293 NFkB inh	28	19	16	7	-10	12	19	12
HTR1E agonist	1.3	-1.1	3.0	0.9	-0.1	0.1	-0.1	0.2
HTR1E antagonist	-5	16	-3	0	5	-11	2	-3

41: COC(=O)Cn1cnc2c(nnn2Cc2ccc(Cl)cc2)c1=O
42: Cc1ccc2cc(CN(Cc3ccc4c(c3)OCO4)Cc3nnnn3Cc3ccco3)c(=O)[nH]c2c1C
43: COc1ccc(NC(=O)CSc2nnc(Cn3c(=O)sc4ccccc43)n2C)cc1
44: COc1cccc(NS(=O)(=O)c2ccc3[nH]cc(C(=O)NCCCOC(C)C)c(=O)c3c2)c1
45: CC(C)Oc1ccc(N2CC(C(=O)Nc3ccccc3F)CC2=O)cc1 (centres undefined)
46: Cc1c(C(=O)Nc2ccc3oc(-c4cccnc4)nc3c2)oc2ccccc12
47: Cc1nc(CN2CCCC2=NC#N)n(-c2ccccc2)n1
48: O=C(O)c1cc(NC(=O)C2CCCO2)cc(NC(=O)C2CCCO2)c1 (centres undefined)
Assay by compound	41	42	43	44	45	46	47	48
S1P1 ag-PAM	-20	-8	4	5	4	-16	-19	-8
HER2 expr 66K	130	64	75	68	99	42	118	95
S1P3 ag	0.3	-0.9	-1.2	-1.1	-0.8	0.0	-1.6	0.5
M1 antagonist	0.82	0.14	0.23	-0.42	0.13	0.027	0.71	-0.62
Jurkat viability	10	7	3	5	0	3	-5	-3
M1 ag	1	1.2	0.025	-0.9	0.28	1.6	-0.053	0.4
HEK293 NFkB inh	5	15	8	9	12	10	15	6
HTR1E agonist	0.6	-0.2	0.5	0.1	-0.8	-0.1	-0.3	0.5
HTR1E antagonist	-13	9	5	-5	15	26	-20	-1

49: O=C(Nc1cnn(Cc2ccc(F)cc2)c1)c1cc2nc(-c3ccco3)cc(C(F)(F)F)n2n1
50: CC(C)(C)c1ccccc1NC(=O)c1cccnc1
51: CCC(C)NC(=O)CS(=O)Cc1nc(-c2cccc(C)c2)oc1C (centres undefined)
52: Cc1ccc(-c2csc(=S)n2CC(=O)OCC(=O)NCc2ccco2)cc1
53: CC1=C(C(=O)Nc2ccccc2)C(c2ccccn2)n2nc(CCCO)nc2N1 (centres undefined)
54: Cn1c(/N=C/c2c[nH]c3ccccc23)nc2ccccc21
Assay by compound	49	50	51	52	53	54
S1P1 ag-PAM	8	-7	-2	22	5	-5
HER2 expr 66K	90	113	115	98	91	77
S1P3 ag	-0.5	-0.2	0.2	-0.5	-0.9	-0.4
M1 antagonist	0.83	0.14	0.12	-0.67	-0.28	0.36
Jurkat viability	-8	1	-14	-1	-7	-1
M1 ag	-0.17	-0.32	-1	-0.0088	0.003	-0.32
HEK293 NFkB inh	9	2	12	17	-3	22
HTR1E agonist	-0.5	0.9	0.3	-0.7	1.0	0.5
HTR1E antagonist	-1	-5	5	4	-7	-4

Screening data: PubChem BioAssay, several laboratories
